# Screening results: PubChem, Fisher Drug Discovery Resource Center
# mcGAS lum = cyclic GMP-AMP synthase inhibitors, mouse, primary biochemical chemiluminescence; recombinant cGAS, Kinase-Glo ATP depletion luminescence; inhibition, % at 12.5 µM; actives 0.15% (n = 160,000); AID 1259399, 2018;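 further: 0% = negative control wells and 100% = reference inhibitor with no enzyme activity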
# NPYLR7 ag = agonists of mosquito NPYLR7 receptor, primary screen, cell-based, Aedes aegypti, calcium fluorescence, mosquito biting behavior | Aedes aegypti neuropeptide Y-like receptor 7 (NPYLR7) | HEK293T NPYLR7/Galpha15, GCaMP6s calcium fluorescence | activation, % at 10 µM | actives 0.15% (n = 270,000); in the data active means activation above about 40%;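 further: 0% = vehicle and 100% = reference agonist at the receptor; some compounds past the cut are filed as inactive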
# hcGAS inh = Primary biochemical luminescence assay for human cyclic GMP-AMP synthase inhibitors; inhibition, % at 12.5 µM; Q8N884; actives 0.081% (n = 290,000); recombinant h-cGAS, ATP depletion, Kinase-Glo luminescence;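 further: 0% = vehicle reaction and 100% = reaction without DNA for no activity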
# Target sequence (Q8N884 whole entry, looked up): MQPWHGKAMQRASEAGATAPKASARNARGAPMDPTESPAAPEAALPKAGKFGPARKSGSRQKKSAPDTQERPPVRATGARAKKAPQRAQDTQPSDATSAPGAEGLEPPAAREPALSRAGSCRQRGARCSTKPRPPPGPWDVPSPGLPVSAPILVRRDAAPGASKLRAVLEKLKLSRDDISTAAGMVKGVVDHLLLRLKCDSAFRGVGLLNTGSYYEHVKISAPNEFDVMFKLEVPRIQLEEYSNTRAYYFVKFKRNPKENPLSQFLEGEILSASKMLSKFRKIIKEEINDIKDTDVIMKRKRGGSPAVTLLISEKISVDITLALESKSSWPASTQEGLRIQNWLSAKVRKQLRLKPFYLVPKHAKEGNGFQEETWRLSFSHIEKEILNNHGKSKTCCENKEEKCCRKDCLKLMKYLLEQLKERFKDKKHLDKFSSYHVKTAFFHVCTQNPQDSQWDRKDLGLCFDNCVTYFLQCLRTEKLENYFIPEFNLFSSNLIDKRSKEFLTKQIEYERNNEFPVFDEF
# * hit, by the source's call; · = not tested or not shown; & = joins results of further samples. Unless noted, no stated cut-off is given here; in the data, active means inhibition above about 40%; inactive means the rest.
# Every second line gives: NPYLR7 ag | hcGAS inh | mcGAS lum
COc1ccc(-c2cc(C(=O)NCCCN3CCOCC3)n3nc(C(C)(C)C)cc3n2)cc1
    -7.5&-17.5 | -11.4&-0.7 | -9.4&0.7
COc1ccc(CN2CCN(Cc3cccn3-c3ccccn3)CC2CCO)c(C)c1C (stereo not drawn)
    7.0 | -5.9 | ·
Ic1ccc(-c2ncc3ccccn23)cc1
    3.9 | 1.2 | ·
CCCCNC(=O)c1ccc(N2CCCCC2)c([N+](=O)[O-])c1
    5.3 | -1.0 | -0.2
CNC(=O)CN1CCC(NCc2cc(C)n(-c3ccc(Cl)cc3)c2C)CC1
    -0.7 | -7.5 | -14.7
COc1ccccc1-n1c(CNC(=O)c2ccco2)nnc1SCC(=O)Nc1nc2ccccc2s1
    11.4 | -5.7 | -4.2
COC(=O)C1=C(C(=O)OC)SC(=C2C(=S)C(C)(C)N(C(C)=O)c3cc(C)ccc32)S1
    2.0 | -9.5 | ·
COCC(=O)N(CC(=O)N1CCc2sccc2C1COc1cccc(F)c1)Cc1ccco1 (stereo not drawn)
    -4.5 | 2.8 | 0.4
O=C(/C=C/c1ccccc1)NC1CCN(c2ccccc2C(=O)NCCc2ccccc2)CC1
    -1.7 | -0.6 | -3.0
Cc1ccccc1C1=NOC(C(=O)NC(Cc2ccccc2)C(=O)NCc2cccc(C(F)(F)F)c2)C1 (stereo not drawn)
    · | 3.6 | 0.9
CC(C)CN(Cc1c(-c2ccc(F)cc2)noc1N1CCOCC1)C(=O)c1cccc(C(F)(F)F)c1
    9.8 | -2.4 | -6.9
O=C(Nc1cc(S(=O)(=O)N2CCCC2)ccc1O)c1ccc(Cl)cc1F
    1.4 | -4.5 | ·
CCOC(=O)c1cnc2cc(C(F)(F)F)ccc2c1NCC(C)O (stereo not drawn)
    -15.0 | 9.2 | 5.9
CCc1nccc(-c2c(-c3ccccc3)ncn2CCSc2nnnn2C)n1
    21.7 | -1.9 | -10.2
CCCn1c(CCC(=O)Nc2cc(F)cc(F)c2)nc2cc(S(=O)(=O)N3CCCC3)ccc21
    14.4 | -17.3 | -7.6
O=C(CCn1cnc2ccccc21)NN=Cc1cc(Br)cc(Br)c1O
    10.1 | -0.8 | ·
O=C(CSc1nc(=O)n(CCO)c2c1CCCC2)NC1CCCC1
    -4.6 | -6.7 | -6.4
CCCNC(=O)c1cc(-c2ccc(F)cc2)nc2cc(C(C)(C)C)nn12
    7.0 | -2.5 | -8.8
Cc1nc(CN2CCN(C(=O)C(C)NC(=O)c3ccoc3)CC2)cs1 (stereo not drawn)
    14.8 | -4.5 | ·
Cc1cccc(-n2nc(-c3cccs3)cc2C(=O)N2CCN(c3cccc(C(F)(F)F)c3)CC2)c1
    15.5 | -3.3 | -4.9
CC(=O)c1ccc(C(=O)N2CCC3(CCCN(CCC4CCCCC4)C3)C2)cc1 (stereo not drawn)
    1.1 | -1.5 | -5.9
Cc1nc(SC(C)C(=O)Nc2ccc(F)cc2Cl)n[nH]1 (stereo not drawn)
    1.6 | -6.3 | ·
CN(Cc1ccccc1F)C(=O)CN(CC(N)=O)Cc1ccccc1
    10.0 | -3.7 | ·
CCOc1cccc(=O)c2c(C)[nH]c(C)c12
    18.7 | -5.3 | ·
CCOc1ccc(C(=O)Nc2ccc3c4c(cccc24)CC3)cc1[N+](=O)[O-]
    -6.8 | 2.8 | 0.4
CC(C)CNC(=O)c1coc(CN(Cc2ccc3c(c2)OCO3)Cc2ccc(Cl)cc2Cl)n1
    4.2 | 1.5 | -1.5
C(=C\c1ccccc1)/CN1CCCC1c1ccsc1 (stereo not drawn)
    1.2 | -10.3 | ·
COc1cc(C=C(C#N)S(=O)(=O)c2cc(Cl)ccc2Cl)cc(OC)c1
    2.5 | 2.0 | ·
CCc1cnc2c(c1OC)c(=O)n(CC(=O)N1CCCCCC1)c(=O)n2C
    3.8 | -5.6 | -6.9
O=C(Nc1ccc2c(c1)OCO2)c1cnccn1
    0.4 | -16.4 | -0.8

# 6 entries from above, ordered by heavy-atom count, low to high:
# Every second line gives: NPYLR7 ag | hcGAS inh | mcGAS lum
Cc1nc(SC(C)C(=O)Nc2ccc(F)cc2Cl)n[nH]1 (stereo not drawn)
    1.6 | -6.3 | ·
CCOC(=O)c1cnc2cc(C(F)(F)F)ccc2c1NCC(C)O (stereo not drawn)
    -15.0 | 9.2 | 5.9
CCOc1ccc(C(=O)Nc2ccc3c4c(cccc24)CC3)cc1[N+](=O)[O-]
    -6.8 | 2.8 | 0.4
CCc1nccc(-c2c(-c3ccccc3)ncn2CCSc2nnnn2C)n1
    21.7 | -1.9 | -10.2
COc1ccc(-c2cc(C(=O)NCCCN3CCOCC3)n3nc(C(C)(C)C)cc3n2)cc1
    -7.5&-17.5 | -11.4&-0.7 | -9.4&0.7
CC(C)CN(Cc1c(-c2ccc(F)cc2)noc1N1CCOCC1)C(=O)c1cccc(C(F)(F)F)c1
    9.8 | -2.4 | -6.9

# Continuation:
# Every second line gives: NPYLR7 ag | hcGAS inh | mcGAS lum
Cc1cc(C(=O)NCC2CCN(CCO)CC2)ccc1I
    6.9 | -13.0 | ·
CC(=O)Nc1ccc(/C=C2/SC(=S)N(CC(=O)O)C2=O)cc1
    0.0 | 13.3 | -5.4
O=C(c1cn(CC2CCCO2)nn1)N1CCCN(c2nc3ccccc3s2)CC1 (stereo not drawn)
    1.4 | -9.5 | ·
COc1cc(OC)cc(C(=O)N2CCC[C@@H]2C(=O)NCCCNC(=O)c2ccc(F)cc2)c1
    38.9 | -5.7 | -7.2
O=C(Cc1ccccc1)N1CCC2(CC1)SCCN2C(=O)C1CCCC1
    18.1 | -2.2 | -5.1
O=C1OC(Nc2cccc(F)c2)c2ccccc21 (stereo not drawn)
    -0.2 | -2.7 | 0.4
CC(C)CC(C)NC(=O)c1ccc(-n2nc(-c3ccc(Cl)cc3)cc2N)cc1 (stereo not drawn)
    -6.7 | -9.1 | -4.3
CCCn1ccnc1-c1c(-c2ccccc2)ncn1[C@H]1CCCC[C@@H]1O
    22.0 | -6.6 | -9.4
Cc1cnn(C(C)C(C)NCCS(=O)(=O)C(F)(F)F)c1 (stereo not drawn)
    6.4 | -11.2 | ·
Cc1cnc(CNC(=O)c2ccccc2NCc2sccc2C)cn1
    0.4 | -5.5 | ·
CC(C)N1CCCC(C)(C(=O)Nc2ccccc2)C1 (stereo not drawn)
    0.4 | -0.3 | ·
CCOC(=O)C1CCCC12N1CC3(C)CN2CC(C)(C1)C3=O (stereo not drawn)
    · | 4.5 | -1.8
CC(C)c1nnc(NC(=O)c2ccc(Br)cc2)s1
    6.5 | -2.3 | -8.5
CN(C(=O)c1ccc2c(c1)[nH]c(=O)n2C1CCCC1)C1CCN(c2cccc(F)c2)CC1
    1.8 | -8.5 | ·
COc1cccc(CC(=O)N2CCC(C(=O)NC(c3nc(OC)cc(OC)n3)c3cccs3)CC2)c1 (stereo not drawn)
    -7.0 | -3.6 | -1.1
COc1cc(OC)cc(-c2nn(-c3ccc(F)cc3)c(OC(C)=O)c2-c2ccc(NC(=O)Cc3ccccc3)cc2)c1
    17.6 | -4.9 | -5.3
Cn1nc(Oc2nc(N3CCCCC3)nc(N3CCCCC3)n2)ccc1=O
    3.3 | 1.4 | ·
O=C(NNC(=O)C1CCCCC1)c1cc2ccccc2cc1O
    0.7 | -9.7 | -2.5
COc1ccc(CCNc2c([N+](=O)[O-])c(=O)n(C)c3ccccc23)cc1OC
    6.4 | -10.0 | ·
COc1ccc(-n2c(C(C)N(CCc3ccccc3)C(=O)Nc3ccccc3Br)nc3cc(Cl)ccc3c2=O)cc1 (stereo not drawn)
    · | -6.5 | -3.7
CCN1CCC(C(=O)NC(c2ccc3c(c2)OCO3)c2ccccn2)CC1 (stereo not drawn)
    12.1 | -4.1 | -2.6
CSCc1nc2sc(C(=O)NCCc3ccccc3)c(C)c2c(=O)[nH]1
    -3.1 | 1.8 | ·
COc1cccc(-n2c(=O)[nH]c3sc4c(c3c2=O)CCN(C(=O)c2cc(F)c(F)c(F)c2)C4)c1
    11.6 | -6.3 | -3.4
Nc1ccc(-c2ccc3ncc4ccc(=O)n(-c5cccc(C(F)(F)F)c5)c4c3c2)cn1
    -9.5 | -1.2 | -1.0
Cc1ccc(C)c(NC(=O)C(C)NC(=O)c2ccc(Br)o2)c1 (stereo not drawn)
    6.3 | -2.6 | -7.1
CCOC(=O)N1CCN(C(=O)c2cc3c(=O)n4cccc(C)c4nc3s2)CC1
    -0.9 | 0.1 | ·
O=C(NC1CCCCC1)c1cnccn1
    13.6 | 3.9 | -4.0
O=C(c1ccc2cccnc2c1O)N1CCOC(c2ccc(F)cc2)C1 (stereo not drawn)
    6.2 | -6.7 | ·
Cc1cc(C)c2cc(C(=O)N3CCC(n4cnc5ccc(C)cc54)CC3)[nH]c2c1
    -4.6 | -0.4 | 0.5
COc1ccc(CCN(Cc2cccs2)C(=O)CN(C(=O)Nc2ccccc2C(F)(F)F)C(C)C)cc1OC
    5.5 | -11.6 | -6.4
O=C(c1cccc(Br)n1)N1CCOC(c2ccccc2)C1 (stereo not drawn)
    -2.0 | -5.4 | -6.4
Cc1ccccc1Cn1c(=O)c2c(nc3n(CCCN4CCOCC4)c(C)cn23)n(C)c1=O
    0.2 | 0.8 | ·
COc1ccc(-c2ccccc2C(N)=O)c(OC)c1OC
    8.8 | -4.3 | -18.4
Cc1nc(-c2cccc(NC(=O)CN3CCCC3C(=O)N(C)C)c2)cs1 (stereo not drawn)
    1.1 | 3.0 | ·
CCC(c1cccnc1)N(C)Cc1c(CO)cnc(C)c1O (stereo not drawn)
    1.2 | -1.4 | ·
CN(C)c1ccc(/C=C2\SC(=Nc3ccccc3)NC2=O)cc1[N+](=O)[O-]
    -4.7 | -5.3 | -5.5
COC(=O)c1c(NC(=O)c2cnn3c(C(F)(F)F)cc(-c4ccccc4)nc23)sc2c1CCC(C)C2 (stereo not drawn)
    11.9 | -8.6 | -9.0
Cc1nn(CC(=O)O)c(C)c1Cl
    0.3 | -3.8 | ·
O=[N+]([O-])c1c(Oc2ccc(Cl)cc2)nc2sccn12
    11.0 | -3.2 | ·
CC1(C)CC2CC(C)(CN2C(=S)NCc2cccs2)C1 (stereo not drawn)
    3.9 | -7.4 | -5.6
COc1ccccc1C1(c2c(OC)c(=O)c2=O)SCCCS1
    -2.2 | 0.2 | ·
Cc1ccnc(NC(=O)COC(=O)c2ccc(F)cc2F)n1
    3.8 | -7.6 | -14.3
CC1(C)CC(=O)C2=C(C1)OC(=N)C(C#N)C21C(=O)Nc2ccc([N+](=O)[O-])cc21 (stereo not drawn)
    6.1 | 0.0 | 2.4
COC(=O)c1ccc(C(=O)N2CCN(C(C)c3ccccc3)CC2)cc1 (stereo not drawn)
    30.2 | -12.8 | -6.3
Cc1sc2nc(/C=C/c3ccc(C#N)cc3)[nH]c(=O)c2c1C
    8.1 | -4.7 | -5.8
O=C(NCCc1ccco1)c1ccc(Br)cc1F
    -1.0 | -16.8 | ·
COc1ccc(C(=O)NC(C)(C)c2nc(C(F)(F)F)cs2)cc1
    -0.9 | 2.3 | ·
COc1cc(C(=O)N(CC#N)C2CC2)ccc1OC(F)F
    7.2 | -7.5 | ·
Cn1nc(C(=O)O)c2c1CCN(C(=O)C1CCCN1S(C)(=O)=O)C2 (stereo not drawn)
    16.4 | 2.7 | ·
CCOc1nnc(CN(CCO)C2CCCc3ccccc32)s1 (stereo not drawn)
    3.4 | 2.1 | ·
Cc1ccn(CCC(=O)NC2CCCc3c2cnn3-c2ccc(F)cc2F)n1 (stereo not drawn)
    11.5 | -5.2 | ·
COCCNC(=O)Cn1nc(C)c2cnn(-c3ccccc3)c2c1=O
    4.0 | -2.3 | ·
CCC(C)c1cc(C(=O)Nc2n[nH]c(-c3cccc(C)n3)n2)on1 (stereo not drawn)
    -1.8 | 4.7 | ·
CCC(C)C(NC(=O)c1cc(C(F)(F)F)cc(C(F)(F)F)c1)C(=O)Nc1nnc(-c2ccc3c(c2)OCO3)s1 (stereo not drawn)
    -3.0 | 5.7 | -2.0
Cc1ccc(C(=O)N2CCC(n3nc(-c4ccccc4)cc3-c3ccccc3)CC2)c(Cl)n1
    3.9 | -4.7 | -6.5
CC(NS(=O)(=O)c1ccc(F)cc1)C(=O)NC1CCCC1 (stereo not drawn)
    -8.9 | -2.7 | -7.4
Cc1ccc(C)n1-c1ccc(C(=O)N2CCN(S(=O)(=O)c3cc(F)ccc3F)CC2)cc1
    6.4 | -5.7 | -8.7
CCCCCCn1c2ccccc2c2nc3ccccc3nc21
    4.2 | -5.9 | ·
CCOC(=O)c1nn(-c2ccc(C)cc2)c(=O)cc1NCc1ccc(Cl)cc1
    8.4 | -2.2 | ·
CC(C)(C)c1ccc2oc(-c3ccc(NC(=O)c4ccccc4F)cc3)nc2c1
    -5.3 | -5.1 | -6.9

# Additional entries follow.
# Every second line gives: NPYLR7 ag | hcGAS inh | mcGAS lum
O=c1c2ccccc2nnn1CN1CCN(c2ncccn2)CC1
    3.6 | -4.4 | ·
O=C(Cc1ccccc1)N1CCCC(OCc2cc(F)cc(F)c2)C1 (stereo not drawn)
    -3.9 | -3.3 | -3.7
Cn1ncc(Oc2ccc(F)cc2)c(Nc2ccc(C(=O)NCc3ccco3)cc2)c1=O
    -4.7 | -6.3 | -4.8
O=C1/C(=C/c2c(F)cccc2Cl)Oc2c1ccc1c2CN(C2CCS(=O)(=O)C2)CO1 (stereo not drawn)
    15.1 | 13.8 | 7.5
COc1ccc(F)cc1C(=O)C1CCCN(C(=O)Nc2ccc(SC)cc2)C1 (stereo not drawn)
    15.0 | 3.6 | 0.7
NC(=O)NCC(=O)N1CCN(c2c(F)c(F)c(F)c(F)c2F)CC1
    1.2 | 2.4 | ·
